Screens: PubChem, Broad Institute
RAD54 branch: RAD54 (human) branch migration inhibition | RAD54 Holliday junction branch migration, FAM/BHQ fluorescence | Q92698 | inhibition, % at 10.4 µM | 0.14% of 360,000 active;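 active = mean normalized replicate activity at least 40 and at least half of replicates scoring 40 or more; inconclusive = only one of the two criteria met; inactive = mean below 40 and under half of replicates reaching 40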;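 note: 0% = median of neutral control wells and 100% = median of positive control wells; inhibitors cause a drop in the FAM fluorescence signal; in these data hits start at about 50%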
ERAP1 HTS inh: ERAP1 (human) enzyme inhibition; Q9NZ08; recombinant ERAP1, Leu-AMC fluorescence, 60 min; inhibition, % at 10.7 µM; 0.15% of 340,000 active; AID 652197;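 active = mean replicate inhibition of at least 30%, or all replicates individually reaching that 30% level; inactive = mean below 30% and not every replicate reaching it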;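 note: 0% = neutral control wells and 100% = L-leucinethiol positive control wells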
XiGFP reactiv: X-chromosome reactivation activator. XiGFP mouse fibroblasts, % GFP-positive cells imaging, 3 d; cells co-treated with 5-aza-dC sensitizer; scaled so ellipticine positive control = 100%. activation, % at 7.58 µM. 0.055% of 360,000 active. AID 743238;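 active = mean normalized replicate activation at least 10% and every replicate at or above 10%; inconclusive = only one of the two criteria met; inactive = mean below 10% and not all replicates reach 10%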;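 note: 0% = median of on-plate neutral control wells and 100% = ellipticine 6 µM median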
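Material: XiGFP fibroblasts, SV40-immortalized; Buffer or medium: DMEM containing 5-aza-dC; Compound dosing: single point; Times: 3 days compound exposure.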
ERp5 inh: inhibitors of human ERp5 | AID 651711 | Q15084 | inhibition, % at 9.99 µM | ERp5 insulin aggregation, absorbance 650 nm, 90 min | 0.05% of 350,000 active;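 active = mean replicate inhibition above about 25%, with every replicate also reaching it, limit read from the data, passing the limit was not always enough; inconclusive = only one of those two criteria met; inactive = neither criterion met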
Target sequence (Q15084 whole entry, looked up): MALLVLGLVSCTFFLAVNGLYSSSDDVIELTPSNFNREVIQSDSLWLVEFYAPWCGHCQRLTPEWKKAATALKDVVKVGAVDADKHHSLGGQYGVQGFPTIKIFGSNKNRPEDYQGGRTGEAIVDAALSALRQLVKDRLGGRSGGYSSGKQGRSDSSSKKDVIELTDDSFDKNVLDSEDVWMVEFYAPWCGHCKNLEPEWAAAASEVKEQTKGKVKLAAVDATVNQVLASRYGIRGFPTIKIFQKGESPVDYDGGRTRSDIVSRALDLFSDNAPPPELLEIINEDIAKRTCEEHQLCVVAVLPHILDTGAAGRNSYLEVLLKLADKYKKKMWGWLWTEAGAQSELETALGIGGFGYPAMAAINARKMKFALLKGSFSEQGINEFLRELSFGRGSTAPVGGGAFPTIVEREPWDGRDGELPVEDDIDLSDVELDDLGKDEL
S100A4 inh HTS: inhibitors of human S100A4 binding to myosin IIA peptide; S100A4/TAMRA-MyoIIA peptide fluorescence polarization; inhibition, % at 10.7 µM; 0.14% of 360,000 active;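 active = mean inhibition of at least 70% across replicates, with every replicate also reaching that level; inconclusive = mean inhibition reaches 70% but some replicates fall short; inactive = mean inhibition below 70%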
Target sequence (P26447 whole entry, looked up): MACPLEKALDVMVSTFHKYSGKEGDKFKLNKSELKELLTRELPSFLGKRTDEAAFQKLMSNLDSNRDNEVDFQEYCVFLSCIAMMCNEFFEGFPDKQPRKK
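Assay system: human S100A4 monomer with TAMRA-labelled myosin IIA peptide / Buffer or medium: Calcium-containing HEPES buffer, pH 7.2 / Reagent: TAMRA-labelled myosin IIA heavy-chain peptide probe, 5 nM / Compound: one dose per compound / Timing: polarization read 5 min after assay mix addition, stable 5–60 min / Benchmarks: neutral control DMSO, positive control TFP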
E-sel inducer: E-selectin induction on HUVECs; 0.37% of 260,000 active; P16581; HUVEC E-selectin immunofluorescence imaging; normalized: neutral wells 0, TNF-alpha wells 100; activation, % at 7.58 µM;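 active = mean E-selectin-positive cell signal at least 10% of the positive control, reached in at least 60% of replicates, without over 20% cell loss; inconclusive = no rule given, readout overlaps actives, possibly toxicity-flagged; inactive = the rest, including those meeting only one limit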;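 note: in these data hits start at about 27%; measured in HUVEC primary endothelial cells; signal is the percent of cells scored E-selectin positive by PE staining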
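System: HUVEC, human umbilical vein endothelial cells; quantity: 3,000 cells/well; buffer or medium: EGM-2 medium, gelatin-coated wells; dosing: single-point compound dose; detection: immunofluorescence imaging; evaluation: % PE-positive cells; benchmarks: TNF-alpha, DMSO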
RAD52 inh: blocks human RAD52 DNA annealing | AID 651710 | recombinant RAD52 DNA annealing, FRET fluorescence | inhibition, % at 18.7 µM | 0.46% of 360,000 active;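 active = every replicate showing at least 50% inhibition; inconclusive = mean inhibition at least 50% but not in every replicate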
Target sequence (P43351 whole entry, looked up): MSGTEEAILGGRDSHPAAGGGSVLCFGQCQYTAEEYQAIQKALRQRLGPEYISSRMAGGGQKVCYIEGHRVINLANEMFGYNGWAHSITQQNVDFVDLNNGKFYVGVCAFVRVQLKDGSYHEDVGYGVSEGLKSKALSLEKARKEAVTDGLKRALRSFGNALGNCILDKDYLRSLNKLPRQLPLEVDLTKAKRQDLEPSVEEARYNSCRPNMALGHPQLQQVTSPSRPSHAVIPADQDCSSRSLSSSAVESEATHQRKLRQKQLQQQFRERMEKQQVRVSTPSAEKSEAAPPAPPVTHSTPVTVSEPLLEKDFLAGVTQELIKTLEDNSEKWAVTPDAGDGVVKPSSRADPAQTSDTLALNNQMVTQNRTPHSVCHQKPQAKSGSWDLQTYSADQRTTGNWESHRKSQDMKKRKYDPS
esBAF inh: blocks esBAF chromatin remodeling in mouse ES cells. Bmi1-luciferase knock-in reporter, 24 h; 100% = twice the neutral-well signal. 2% of 350,000 active. reporter increase, % at 12.5 µM. AID 602393; in the data active = activation above about 40%; inconclusive = no clear call, values can overlap the other calls;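 note: 0% = median of the plate's neutral control wells and 100% = double that signal; a rise in the Bmi1 reporter signal indicates esBAF inhibition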
* = called active by the depositor; ? = inconclusive; · = not tested or not shown. Not a hit list (roughly 2.5% active in at least one column).

SMILES	RAD54 branch	ERAP1 HTS inh	XiGFP reactiv	ERp5 inh	S100A4 inh HTS	E-sel inducer	RAD52 inh	esBAF inh
COc1ccc(NCC(=O)N/N=C/C(C)c2ccccc2)cc1 (stereo unspecified)	9.2	1.4	0.0	-3.1	-4.0	13.4	-9.1	4.5
CC(C)(C)c1ccc(C(CC(=O)O)NC(=O)CCCc2ccccc2)cc1 (stereo unspecified)	·	5.3	0.0	2.7	-4.4	·	-11.1	0.6
COc1ccccc1CN1CCNC(=O)C1CC(=O)NC1Cc2ccccc2C1 (stereo unspecified)	·	-0.6	0.1	3.5	-0.1	·	-52.0	·
COCCNC(=O)c1onc(CSc2ccc(C(C)C)cc2)c1C(=O)O	-0.6	6.0	0.5	5.8	2.7	2.4	-9.8	4.5
COCCNS(=O)(=O)c1ccc(C2CNC(=O)C2)cc1 (stereo unspecified)	-0.2	-0.6	0.3	2.6	0.3	-0.1	7.2	-2.7
CC1=C(C(=O)Nc2ccccc2)C(c2ccc(Cl)cc2)n2c(s/c(=C/c3cccc(OCC(=O)O)c3)c2=O)=N1 (stereo unspecified)	·	4.7	0.3	6.0	-2.4	·	-34.7	·
CC(C)C#Cc1ccc([C@H]2[C@@H](CO)N(C(=O)c3cccc(F)c3)[C@H]2C#N)cc1	-14.0	0.8	0.0	1.3	108.6*	0.0	15.4	2.6
O=C(OCC(=O)N1CCCc2ccccc21)c1cccc(S(=O)(=O)N2CCOCC2)c1	·	6.9	0.0	4.8	-6.3	2.6	-2.0	·
COc1ccc(N(CC(=O)NCCSCc2ccccc2C)S(=O)(=O)c2ccccc2)cc1	2.6	-3.5	0.1	-1.6	2.2	0.7	-13.2	-4.0
OCC1(CCCc2ccccc2)CCN(C2CCC2)CC1	4.7	-0.6	0.0	0.3	2.6	·	-9.5	-6.1
COCc1ccc(C(=O)NC2CC(C)(C)Cc3c2cnn3-c2ccc(OC)cc2)o1 (stereo unspecified)	4.9	-5.3	0.1	-1.5	0.1	·	-11.0	4.8
N#Cc1ccc(NCC(=O)Nc2ccc(S(=O)(=O)N3CCCCC3)cc2)cc1	-0.3	3.9	0.2	-2.0	3.5	-0.8	-22.9	-7.8
O=C1CCN(Cc2ccccc2)S(=O)(=O)c2c(F)cc(F)cc21	-3.6	-1.1	0.1	0.8	0.9	-0.2	-10.4	0.5
CCCOc1ccc(CNC(=O)C2CCN(c3nnc(N4CCCC4=O)s3)CC2)cc1	-6.3	3.8	-0.1	-0.1	-2.2	-0.8	4.1	-8.0
CC(C)NC(=O)N(C)C[C@@H]1Oc2ccc(NC(=O)CCCCCC(=O)Nc3ccccc3N)cc2CC(=O)N([C@@H](C)CO)C[C@@H]1C	-1.6	3.4	0.0	-1.9	-0.5	0.7	-19.4	2.6
CCCCn1c(N)c(N(CCOC)C(=O)C2CCN(S(=O)(=O)c3ccccc3)CC2)c(=O)[nH]c1=O	1.2	-1.5	0.0	-5.9	-4.3	·	-9.5	0.4
CNC[C@H]1Oc2ccc(NC(=O)Cn3cnnn3)cc2C(=O)N([C@H](C)CO)C[C@H]1C	3.7	4.3	-0.1	3.8	2.1	0.0	-18.7	2.2
C[C@H]1CN([C@@H](C)CO)C(=O)c2cc(-c3cncnc3)cnc2O[C@@H]1CN(C)Cc1ccc(F)cc1	-3.2	1.0	-0.3	4.1	-7.8	0.0	-5.3	-1.6
Cc1noc(C)c1NC(=O)Nc1ccc2c(c1)C(=O)N([C@@H](C)CO)C[C@H](C)[C@@H](CN(C)C(=O)NC1CCCCC1)O2	-1.4	-1.8	-1.1	-1.1	-1.1	-0.2	2.2	3.2
COc1cc(C(=O)Nc2nnc(S(=O)(=O)N3CCCCCC3)s2)cc(OC)c1OC	3.0	0.4	0.0	8.6	2.6	2.7	-12.8	0.6
Cc1ccc(-c2cc(C(=O)N3CC(C)CC(C)C3)c3ccccc3n2)o1 (stereo unspecified)	-0.7	-12.3	0.3	2.8	?	18.8	-26.7	-1.9
C=CCn1c(-c2ccccc2)nc(=S)c2c1CCCC2	-5.4	·	0.0	1.8	-6.4	·	-1.1	-0.6
C[C@@H]1CN([C@H](C)CO)C(=O)c2cc(C3=CCCC3)cnc2O[C@@H]1CN(C)C(=O)c1ccncc1	-5.8	-0.7	-0.4	-0.2	-15.7	-0.1	3.7	-2.3
CO[C@H]1CN(C)C(=O)c2ccc(NC(=O)Nc3cccc(F)c3)cc2OC[C@H](C)N(C(C)=O)C[C@H]1C	2.6	-2.6	0.2	1.1	-8.8	-0.2	1.5	-5.0

Marked active in S100A4 inh HTS, of those listed so far:
SMILES,ERAP1 HTS inh,ERp5 inh,S100A4 inh HTS,RAD52 inh,esBAF inh
CC(C)C#Cc1ccc([C@H]2[C@@H](CO)N(C(=O)c3cccc(F)c3)[C@H]2C#N)cc1,0.8,1.3,108.6*,15.4,2.6

Profiles from above.
CCCOc1ccc(CNC(=O)C2CCN(c3nnc(N4CCCC4=O)s3)CC2)cc1 is entered as RAD54 branch: -6.3; ERAP1 HTS inh: 3.8; XiGFP reactiv: -0.1; ERp5 inh: -0.1; S100A4 inh HTS: -2.2; E-sel inducer: -0.8; RAD52 inh: 4.1; esBAF inh: -8.0
CCCCn1c(N)c(N(CCOC)C(=O)C2CCN(S(=O)(=O)c3ccccc3)CC2)c(=O)[nH]c1=O is entered as RAD54 branch: 1.2; ERAP1 HTS inh: -1.5; XiGFP reactiv: 0.0; ERp5 inh: -5.9; S100A4 inh HTS: -4.3; E-sel inducer: ·; RAD52 inh: -9.5; esBAF inh: 0.4

Later entries:
SMILES	RAD54 branch	ERAP1 HTS inh	XiGFP reactiv	ERp5 inh	S100A4 inh HTS	E-sel inducer	RAD52 inh	esBAF inh
Cc1cc2c(ncn2Cc2ccccc2)c(N)c1C	·	6.1	0.0	18.7	-9.5	·	-15.3	·
CCOC(=O)CCCn1ccc2cc(S(=O)(=O)N3CCCC3)ccc21	12.3	-0.1	0.0	0.9	-3.0	·	-2.6	4.2
COCCN(C(=S)Nc1cccc(Cl)c1C)C(C)c1ccco1 (stereo unspecified)	1.6	0.0	0.0	-1.0	3.3	0.4	-21.9	-5.5
O=C(c1ccc(F)cc1)C1CCN(C(=O)c2ccc(Cl)cc2)CC1	5.9	0.8	0.2	1.0	-4.9	-0.1	-4.6	1.7
Cc1nc(NC(=S)NC(=O)COc2ccc(Cl)cc2)ccc1Br	8.2	-2.5	0.0	-0.1	5.5	·	-22.6	·
CC(=O)N1CCOc2ccc(S(=O)(=O)NCc3ccc(F)cc3)cc21	6.9	0.3	0.2	11.6	-3.1	·	-11.0	-0.6
Cc1ccc2occ(/C=N/NC(=O)c3ccc(Cl)cc3)c(=O)c2c1	8.5	-5.5	0.2	1.1	-2.4	-0.2	-5.2	·
COCCn1cnc2c1c(=O)n(Cc1cc(C(C)=O)ccc1OC)c(=O)n2Cc1ccccc1	-2.5	-1.2	0.0	-4.1	2.3	·	2.1	-2.5
Cc1ccc(N(C(=O)C2CCCC2)C2C=CS(=O)(=O)C2)cc1C (stereo unspecified)	6.8	1.0	·	1.2	4.3	·	-8.6	-7.6
COc1ccccc1N(C)S(=O)(=O)c1ccc(C)c(C(=O)NC(C)c2ccccn2)c1 (stereo unspecified)	-6.3	6.9	0.1	-4.9	-31.1	-1.1	-6.6	11.7
CNS(=O)(=O)c1cccc(C(=O)NCC(c2ccco2)N(C)C)c1 (stereo unspecified)	-1.6	-0.1	0.0	0.8	-2.2	0.3	-13.5	1.3
CCOP(=O)(OCC)C(NC(=O)Nc1ccc(Cl)c(Cl)c1)c1ccccc1 (stereo unspecified)	·	-9.3	0.5	13.4	-4.4	·	-1.9	·
COCC#Cc1ccc2c(c1)O[C@H](CN(C)S(=O)(=O)c1cccc(OC)c1)[C@@H](C)CN([C@@H](C)CO)S2(=O)=O	-3.0	2.9	-0.7	-4.6	-0.2	-0.1	-0.8	-1.8
CC(C)n1nnnc1SCC(=O)N1N=C(c2cccs2)CC1c1cccs1 (stereo unspecified)	0.3	4.2	-0.1	-4.9	-2.7	·	-20.2	71.1*
CC(C)NC(=O)Nc1ccc2c(c1)C(=O)N([C@H](C)CO)C[C@H](C)[C@@H](CN(C)S(C)(=O)=O)OCCCC[C@H](C)O2	-5.8	-2.4	0.1	-2.8	5.8	·	-0.2	-3.4
COc1cccc(C#Cc2ccc([C@H]3[C@@H](CO)N4C(=O)CN(C(=O)Cc5ccccc5)C[C@@H]34)cc2)c1	·	0.9	0.2	2.6	8.7	0.3	-16.1	·
CNC(=O)c1ccccc1NC(=O)C1CC(=O)N(c2ccc(OC)cc2)C1 (stereo unspecified)	-11.0	-2.4	0.2	-1.5	-1.4	0.0	4.4	-6.9
O=C(c1ccco1)N1CCN(Cc2cc(=O)c(OCc3ccc(F)cc3)co2)CC1	-3.6	-2.7	-0.3	0.8	-8.2	-0.3	-8.1	-2.6
Cc1ccccc1-n1nc2c(c1NC(=O)c1ccc3c(c1)OCO3)CS(=O)(=O)C2	5.9	1.5	0.2	-2.5	5.4	·	-9.5	-11.5
CCOc1ccc(NC(=O)c2ccc3c(=O)n4c(nc3c2)CCCCC4)cc1	0.4	0.0	0.2	4.8	-5.8	·	0.6	6.6
O=C(C1CCCO1)N1CCN(S(=O)(=O)c2cc(F)ccc2F)CC1 (stereo unspecified)	1.0	0.5	0.0	0.4	-0.8	-0.1	-17.8	0.8
CCCNC(=O)N1[C@H](CO)[C@H](c2ccccc2)[C@H]1CNC(=O)c1ccc(F)cc1	5.8	·	0.5	·	·	0.0	·	4.9
O=C(CCCCCCCC(=O)N1CCCCCC1)N1CCCCCC1	·	0.9	0.0	0.7	-2.6	-0.1	-14.8	-4.8
NC(=O)[C@@H]1CCCNc2c(I)cc([N+](=O)[O-])cc2C(=O)N[C@@H](Cc2ccccc2)C(=O)N[C@@H](Cc2cnc[nH]2)C(=O)N1	7.7	2.4	0.0	5.8	-1.3	-0.2	-2.9	1.4
COc1ccc(NC(C)=O)cc1NC(=O)CSc1nnc(-c2ccccc2)n1N	-12.6	-1.8	-0.1	6.2	-35.4	·	-21.0	·
COCc1cc(C)nc2sc(C(=O)Nc3ccccc3Br)c(N)c12	-4.1	-3.3	0.1	1.2	-22.0	1.9	-37.9	11.0
CC(=O)N(C)C[C@H]1Oc2ncc(C#CC3(O)CCCC3)cc2C(=O)N([C@H](C)CO)C[C@@H]1C	-3.5	-1.3	0.2	0.0	10.4	-0.4	2.5	-1.4
COc1ccc(NC(=O)C2CC(c3ccccc3Cl)=NO2)cc1 (stereo unspecified)	1.1	-3.2	0.0	-5.6	-3.5	·	-4.1	31.1
O=C(O)c1c(-c2ccccc2)nnc2ccccc12	7.2	2.7	0.1	1.0	1.0	0.2	-2.8	-7.2
CCS(=O)(=O)N1CCCCN2[C@H](CO)[C@H](c3ccc(-c4ccccc4F)cc3)[C@@H]2C1	1.0	1.7	0.1	3.2	-4.4	-0.1	-14.1	2.4
O=S1(=O)Cc2cc3ccccc3cc2C1	·	-2.1	0.0	8.0	-1.9	·	-9.9	·
C=C(C)C1Cc2c(C)nn(-c3cccc4cccnc34)c2C1 (stereo unspecified)	1.9	-2.3	0.0	-6.6	1.7	·	-14.5	·
